Screening results (PubChem)
MC4R antag cAMP: antagonists of human melanocortin 4 receptor (MC4R) | P32245 | MC4R-expressing cells, MTII-stimulated cAMP, LANCE TR-FRET | inhibition, % at 6.5 µM | 0.48% of 360,000 active | AID 540295;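 active = inhibition above its plate's cutoff, the mean of tested wells on that plate plus 3 SD, cut at about 29% in these data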;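 note: 0% = Melanotan II alone and 100% = Melanotan II plus saturating MCL0020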
Target sequence (P32245 whole entry, looked up): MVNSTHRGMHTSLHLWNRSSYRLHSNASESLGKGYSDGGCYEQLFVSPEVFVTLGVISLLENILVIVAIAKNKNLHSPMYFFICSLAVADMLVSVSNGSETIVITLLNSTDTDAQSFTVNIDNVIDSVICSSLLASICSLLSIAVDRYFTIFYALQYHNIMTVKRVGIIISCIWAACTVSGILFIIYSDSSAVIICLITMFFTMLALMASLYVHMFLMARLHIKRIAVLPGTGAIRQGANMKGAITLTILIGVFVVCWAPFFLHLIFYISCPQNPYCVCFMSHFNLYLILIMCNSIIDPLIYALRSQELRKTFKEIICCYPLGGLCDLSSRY
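System – human MC4R-expressing U2OS cells · Also added – Melanotan II · Dosing – one concentration, 6.5 µM nominal · Timing – 30-min compound, 1-h challenge, 1-h detection, room temperature · Measured by – Eu-cAMP/anti-cAMP TR-FRET, emission 671 nm · Replicates – singlicate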
aDG glyco act: alpha-DG glycosylation activation; Pro5-aDG cells, alpha-DG glycosylation AlphaScreen (IIH6); 0% Pro5, 100% B10-LARGE cell signal; activation, % at 10 µM; 0.22% of 360,000 active; AID 624168;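 active = activation of at least 8% versus controls, or a plate z-score of at least 8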;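 note: Pro5 are CHO cells carrying HIG-tagged alpha-DG that lacks glycosylation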
N-glyco inh: N-linked glycosylation inhibition; 0.23% of 360,000 active; D54 ERlucT glycosylation luciferase reporter, 24 h; percent of 100 nM tunicamycin response; reporter increase, % at 12.5 µM; AID 588692;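 active = mean luciferase reporter signal, scaled so untreated is 0 and the glycosylation-blocking control 100, at or above a set limit in every replicate; inconclusive = mean reaches the limit but not every replicate does; inactive = mean below the limit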;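 note: luciferase carries N-glycosylation sites so blocking glycosylation raises the light; 0% = median of neutral control wells and 100% = median of 100 nM tunicamycin wells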
NOD2-RIPK2 inh: inhibitors of human NOD2-RIPK2 interaction | O43353 | CHO BLA complementation NOD2-RIPK2, CCF4 ratio | inhibition, % at 4.98 µM | 0.38% of 360,000 active | AID 624267; in the data active = inhibition above about 21%;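 note: 0% = vehicle only and 100% = reference blocker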
Target sequence (O43353 whole entry, looked up): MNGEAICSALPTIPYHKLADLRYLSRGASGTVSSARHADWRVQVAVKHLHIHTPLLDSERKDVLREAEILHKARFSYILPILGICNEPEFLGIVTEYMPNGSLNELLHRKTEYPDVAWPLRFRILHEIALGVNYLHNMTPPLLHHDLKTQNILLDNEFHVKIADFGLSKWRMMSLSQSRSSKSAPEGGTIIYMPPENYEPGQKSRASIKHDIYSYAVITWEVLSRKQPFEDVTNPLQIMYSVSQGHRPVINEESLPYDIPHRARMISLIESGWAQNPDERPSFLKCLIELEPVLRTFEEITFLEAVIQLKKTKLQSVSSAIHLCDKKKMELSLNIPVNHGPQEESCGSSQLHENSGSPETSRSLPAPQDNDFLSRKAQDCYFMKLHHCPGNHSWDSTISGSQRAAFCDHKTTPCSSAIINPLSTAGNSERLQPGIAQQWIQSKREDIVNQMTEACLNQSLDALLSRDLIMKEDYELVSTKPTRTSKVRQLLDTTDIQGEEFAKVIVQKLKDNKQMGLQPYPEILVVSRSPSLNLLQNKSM
Granule exo inh: blocks lytic granule exocytosis | TALL-104 LAMP-1 surface exposure, flow cytometry; cells stimulated with thapsigargin and PMA | inhibition, % at 10 µM | 0.66% of 360,000 active | AID 651702;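 active = inhibition above about 55%, limit read from the data; inconclusive = no clear call, values can overlap the other calls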
ABCB6 inh 2: blocks the human ABCB6 transporter; Q9NP58; K562-ABCB6 porphyrin accumulation, flow cytometry, 1 h; stronger effect = lower value; fluorescence ratio to DMSO, % at 10 µM; 0.19% of 360,000 active;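 active = fluorescence ratio to DMSO below 75%, the collection mean minus 3 SD; inconclusive = too few cells collected in the well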;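 note: signal is porphyrin accumulated inside mitochondria; 100% equals median channel fluorescence of DMSO control wells; lower ratio means ABCB6 inhibition with less porphyrin fluorescence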
ABHD5 PLIN5 PPI: inhibitors of human ABHD5-perilipin-5 interaction; 0.78% of 360,000 active; Q00G26+Q8WTS1; inhibition, % at 4 µM; Split G. princeps luciferase complementation, luminescence, 4 h;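 active = inhibition above the mean inhibition across every tested compound plus 3 SD, cut at about 22% in these data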;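 note: 0% = DMSO only wells and the 100% control is not disclosed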
MC4R ag barr: activates human MC4R beta-arrestin recruitment; activation, % at 8.9 µM; 0.98% of 360,000 active; AID 540308; P32245; U2OS MC4R beta-arrestin complementation, luminescence; percent of melanotan II response, DMSO zero;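 active = activation above a per-plate cutoff, the mean activation of sample wells on that plate plus 3 SD, cut at about 8% in these data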
Vif imaging: inhibitors of HIV Vif | inhibition, % at 7.49 µM | 0.35% of 340,000 active | HEK293T cells, Vif self-association by quenched fluorescence, imaging, 24 h; in the data active = inhibition above about 50%, passing the limit was not always enough; inconclusive = no clear call, values can overlap the other calls; inactive = below about 31%; note: some results filed as inactive read as strong as hits
TLR9-MyD88 inh: blocks human TLR9 binding to MyD88; Q9NR96+Q99836; inhibition, % at 4.98 µM; CHO BLA complementation TLR9-MyD88, CCF4 FRET ratio; AID 504734; 0.21% of 340,000 active;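 active = inhibition above the mean over all tested compounds plus 3 SD, cut at about 21% in these data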;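 note: 0% = DMSO only wells and 100% = clavulanate BLA inhibitor control wells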
* = called active by the depositor; i = inactive; ? = inconclusive; nt = no result given. This is a subset (hit frequency here may not be typical).

SMILES	MC4R antag cAMP	aDG glyco act	N-glyco inh	NOD2-RIPK2 inh	Granule exo inh	ABCB6 inh 2	ABHD5 PLIN5 PPI	MC4R ag barr	Vif imaging	TLR9-MyD88 inh
Cc1ccc(S(=O)(=O)N2CCCN(C(=O)CNC(=O)c3cccc(C)c3)CC2)cc1	-1	0.0	0	-7	3	97	-9	-3.0	0	-1
Nc1nccnc1C(=O)OCC(=O)N1CCN(S(=O)(=O)c2ccc(Cl)cc2)CC1	2	-0.1	2	-2	1	99	3	-1.8	6	0
O=C(C1=C(O)C(=O)N(Cc2ccco2)C1c1cccc(Cl)c1)c1ccco1 (stereo not given)	1	-0.4	1	-10	-2	103	-15	0.1	-2	-1
COc1ccc(CCNC(=O)C2CC(=O)N(CCc3ccc(C)cc3)C2)cc1OC (stereo not given)	23	0.1	0	-1	11	98	2	-3.0	-4	1
CCCCN(C)Cc1c(C)[nH]c2c(ccc3ccccc32)c1=O	14	0.2	2	-3	3	96	1	0.8	-17	0
O=C(C(Cc1ccccc1)N1C(=O)c2ccccc2C1=O)N1c2ccccc2CCc2ccccc21 (stereo not given)	-3	-0.2	-10	-6	0	101	-14	-0.6	-3	1
Cc1ccc(N2CC(C)Cn3c2nc2c3c(=O)[nH]c(=O)n2C)cc1C (stereo not given)	15	0.2	7	3	-3	111	-6	1.7	nt	-2
Clc1ccc(CNc2ncccn2)cc1	21	0.1	-4	-10	2	104	4	-0.8	-8	5
COc1cc2c(cc1OC)C(C(=O)N1CCN(c3ccccc3)CC1)C(c1cccs1)N(C)C2=O (stereo not given)	11	0.1	5	7	1	96	1	-0.1	-2	5
COc1cccc(-n2c(SCC(N)=O)nc3ccccc3c2=O)c1	6	-0.1	2	-11	-2	103	1	-1.6	-1	-7
CCCOn1nnnc1-c1ccccc1	6	-0.1	0	-1	0	99	-2	-1.7	11	10
CCn1c(CCNC(=O)c2cccs2)nnc1SCC(=O)Nc1ccc(Cl)cc1	1	0.0	3	-3	-4	97	4	-2.2	2	13
O=C(Nc1ccc(NC(=O)c2ccco2)cc1)c1cnccn1	-1	-0.1	-2	2	9	95	0	-2.3	-4	-7
O=C(Nc1ccccc1Br)c1ccc2nccnc2c1	12	0.0	-8	1	4	93	-2	0.1	?	-1
O=C1CC(c2cccs2)Cc2nc(NC(=O)C3CC3)ncc21 (stereo not given)	11	0.0	-2	-2	3	97	-2	-0.3	-3	-7
O=C(N[C@@H](Cc1ccccc1)C(=O)O)c1cccs1	3	0.1	-1	-4	-10	98	11	-1.1	-3	4
O=[N+]([O-])c1cccc(CN(CCO)Cc2ccccc2)c1	-1	-0.1	-2	-2	1	99	4	-1.2	3	5
O=C(C1CCCCN1S(=O)(=O)c1ccccc1)N1CCN(Cc2ccccc2)CC1 (stereo not given)	7	0.0	-1	-4	-3	96	5	-2.2	-13	-2
O=[N+]([O-])c1cc(-c2ccn[nH]2)ccc1Cl	20	0.3	0	-3	-5	99	-2	1.5	3	-6
CCOc1ccccc1NC(=S)NC(=O)C1CC1	6	0.0	3	-3	0	97	1	-0.1	-3	2
Cc1ccc(C)n1-c1sccc1C(=O)O	-7	-0.3	1	5	2	98	0	2.0	nt	2
O=C(Cn1nc(-c2ccc(N3CCOCC3)c([N+](=O)[O-])c2)c2ccccc2c1=O)N1CCCCC1	6	0.5	-3	-3	2	101	8	-1.6	12	-6
CC(C)C[C@H](NC(=O)c1nc[nH]c1C(=O)N[C@@H](CCCCNC(=O)OC(C)(C)C)C(=O)OC(C)(C)C)C(=O)OCc1ccccc1	17	1.2	-5	-5	-1	92	3	-1.2	-1	-2
COC(=O)c1ccc(Cl)c(NC(=O)CN2CCN(Cc3ccccc3)CC2)c1	-3	0.1	-2	-1	-2	95	2	-0.1	-7	-4
O=C(CCc1c[nH]c2ccccc12)N1CCN(c2ccc(F)cc2)CC1	6	-0.2	0	0	1	103	1	-2.6	23	-4

Some entries already given with just MC4R ag barr and N-glyco inh:
Molecule	MC4R ag barr	N-glyco inh
Clc1ccc(CNc2ncccn2)cc1	-0.8	-4
COc1cc2c(cc1OC)C(C(=O)N1CCN(c3ccccc3)CC1)C(c1cccs1)N(C)C2=O (stereo not given)	-0.1	5
COc1cccc(-n2c(SCC(N)=O)nc3ccccc3c2=O)c1	-1.6	2

Next part.
SMILES	MC4R antag cAMP	aDG glyco act	N-glyco inh	NOD2-RIPK2 inh	Granule exo inh	ABCB6 inh 2	ABHD5 PLIN5 PPI	MC4R ag barr	Vif imaging	TLR9-MyD88 inh
CN(C)c1ccc(/C=C/c2ccc3c4ccccc4ccc3[n+]2-c2ccccc2)cc1	-5	-1.1	?	0	-28	i	37*	-2.6	-10	2
O=C(COC(=O)C1CCN(/C=C/C(=O)C(F)(F)F)CC1)Nc1cccc(F)c1	-3	0.0	2	-1	0	96	2	-0.7	-10	-9
O=C1C(=C(c2ccccc2)c2ccccc2)Nc2ccccc21	2	-0.2	8	-1	-2	107	4	-2.8	-6	1
Cc1ccc(OCC(O)CN2CCc3ccccc3C2)c(C)c1 (stereo not given)	2	-0.3	0	2	-4	103	7	-0.6	9	3
O=C(CCCN1C(=O)c2ccccc2C1=O)OC1CSCC1NC(=O)c1ccccc1 (stereo not given)	-1	1.0	1	8	-6	97	3	-0.8	-1	-3
COc1ccc(CN(Cc2cc3cccc(C)c3n3nnnc23)C(=O)N2CCOCC2)cc1	8	-0.8	0	-3	-2	92	-4	-2.4	9	-3
c1ccc(C2(CN3CCNC[C@@H]3CC3CCCCC3)CC2)cc1	2	0.1	0	-1	-9	99	4	2.0	nt	-2
COc1cc(/C=N/NC(=S)NCCN2CCOCC2)cc(OC)c1O	-7	-0.2	1	-10	-2	97	0	-1.1	-2	4
CCCCCCC(=O)N/N=C(\C)Cc1ccccc1	12	-0.5	0	1	-7	98	-7	1.1	-16	-2
CCc1cc2cccc(C)c2nc1SCC(=O)NC1CCCC1	6	0.0	-3	-6	25	100	1	-1.2	9	-12
CC(C)C1N(c2ccccc2)C(N)=C(C#N)C1(C#N)C#N (stereo not given)	-1	0.5	-2	-7	-1	86	3	-1.2	7	6
Cc1cccc(-c2nc(NCCN(C)C)c3ccccc3n2)c1	3	0.1	10	3	-6	79	9	-2.0	8	2
O=c1[nH]c(CNCc2cccnc2)nc2ccccc12	3	0.1	0	-9	3	101	0	0.4	5	5
Cn1c(SCC(=O)N/N=C/c2cccnc2)nnc1-c1ccccc1	0	0.0	1	-7	-1	97	9	-1.5	3	-2
COCCN1C(=O)C(=O)/C(=C(/O)c2cccc(OC)c2)C1c1ccncc1 (stereo not given)	3	0.1	3	-17	-1	106	-2	0.2	6	11
c1ccc(CCn2nnnc2C(c2cccnc2)N2CCN(c3nc4ccccc4s3)CC2)cc1 (stereo not given)	5	0.1	-3	3	8	96	13	-1.5	-10	-12
CC(C(=O)O)N1C(=O)c2ccccc2C1=O (stereo not given)	10	2.1	1	-7	-1	92	-2	-2.5	2	0
COc1ccc(NC(=O)CSc2nc3ccccc3c(=O)n2CCCO)cn1	-3	0.3	1	-1	3	99	6	-1.1	-7	14
O=C(C1CCN(S(=O)(=O)c2ccc(Br)s2)CC1)N1CCc2ccccc21	-3	0.0	-2	-3	?	93	14	1.0	2	-7
Cc1ccc(C(C2=C(O)CC(C)(C)CC2=O)C2C(=O)CC(C)(C)CC2=O)s1 (stereo not given)	13	-0.1	1	-3	9	100	17	-0.7	-5	6
COc1ccc(N2CCN(C(=O)CN3C(=O)NC(c4ccc(OC)cc4)(c4ccc(OC)cc4)C3=O)CC2)cc1	2	-0.5	-1	-5	1	95	6	0.2	2	-13
O=C(NC1CCc2ccccc21)C1CCN(S(=O)(=O)c2ccc(Cl)cc2)CC1 (stereo not given)	5	0.1	1	3	2	92	-3	-1.1	8	12
O=S(=O)(NCc1ccc(F)cc1)c1cccc(S(=O)(=O)N2CCOCC2)c1	-7	0.1	-1	-21	-1	92	8	2.1	5	2
COc1ccccc1NC(C#N)c1ccccc1OCc1ccccc1 (stereo not given)	-1	-0.1	0	-5	0	103	-4	-0.5	-4	-6
CCCc1cc(=O)[nH]c(SC(C)C(=O)Nc2ccc3c(c2)OCCO3)n1 (stereo not given)	-3	-0.3	1	0	-5	97	-8	-4.2	12	5
SMILES	MC4R antag cAMP	aDG glyco act	N-glyco inh	NOD2-RIPK2 inh	Granule exo inh	ABCB6 inh 2	ABHD5 PLIN5 PPI	MC4R ag barr	Vif imaging	TLR9-MyD88 inh
CCOC(=O)C1CCCN(c2nc3ccccc3nc2NS(=O)(=O)c2ccc(C)cc2)C1 (stereo not given)	5	0.4	0	-4	-2	97	-7	1.9	-1	6
Cc1ccc(-c2cc(-c3n[nH]c(=S)n3C)c3ccccc3n2)cc1	-2	-0.9	0	-4	1	92	-12	-0.2	-1	14
CCOC(=O)c1c(OCCO)nn(-c2ccccc2)c1N	11	-0.4	4	-1	8	107	1	-1.5	9	-4
O=C(COc1ccccc1)Nc1ccccc1Cl	3	-0.3	0	-6	0	96	-3	-0.3	-2	0
Cc1cc(CNC(=O)c2cc(COc3ccc(F)c(F)c3)on2)nn1C	-2	0.2	-5	1	-3	100	-1	-4.0	-13	-3
COc1ccc(NC(=O)CN2C(=O)NC(c3ccccc3)(c3ccccc3)C2=O)cc1OC	-2	-0.1	4	10	-13	100	6	2.0	-2	-1
OCCN1CCN(c2nccn3ccnc23)CC1	-2	-0.1	2	-5	0	100	-1	-3.9	1	nt

Five entries already listed, arranged by the value under Vif imaging, descending.
SMILES	MC4R antag cAMP	aDG glyco act	N-glyco inh	NOD2-RIPK2 inh	Granule exo inh	ABCB6 inh 2	ABHD5 PLIN5 PPI	MC4R ag barr	Vif imaging	TLR9-MyD88 inh
CCOC(=O)c1c(OCCO)nn(-c2ccccc2)c1N	11	-0.4	4	-1	8	107	1	-1.5	9	-4
OCCN1CCN(c2nccn3ccnc23)CC1	-2	-0.1	2	-5	0	100	-1	-3.9	1	nt
Cc1ccc(-c2cc(-c3n[nH]c(=S)n3C)c3ccccc3n2)cc1	-2	-0.9	0	-4	1	92	-12	-0.2	-1	14
O=C(COc1ccccc1)Nc1ccccc1Cl	3	-0.3	0	-6	0	96	-3	-0.3	-2	0
Cc1cc(CNC(=O)c2cc(COc3ccc(F)c(F)c3)on2)nn1C	-2	0.2	-5	1	-3	100	-1	-4.0	-13	-3
